Screening data: PubChem, National Center for Advancing Translational Sciences (NCATS)
TGFb SMAD3 inh: qHTS for Inhibitors of TGF-b. HepG2 CAGA-GFP TGF-b/SMAD3 reporter, GFP fluorescence, 18 h; TGF-beta stimulated, 500 pg/mL final. 410,000 tested, 1.2% active. Potency, µM (doses to about 46.1 µM), without a hit: top-dose activity, negative = inhibition, most hits filed as inhibitors; note: potency is the fitted concentration of half-maximal effect; % is set by controls: 0 for no effect and ±100 for the full control effect; nearly all actives have a fitted effect of over 65% in size
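Smad-responsive CAGA-GFP expression was quantified in HEPG2 cells exposed to compounds and 500 pg/mL final TGF-beta for 18 h at 37 degrees C; unstimulated wells defined full inhibition.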
Mm-Cpn inhibitor: Inhibitors of TCP-1 ring complex (TRiC) of Methanococcus maripaludis (MmCpn): qHTS. purified Mm-Cpn ATPase, ADP Transcreener TR-FRET. Potency, µM (series often up to 76.9 µM), without a hit: at the highest dose activity, negative = inhibition, hits mostly inhibitors. 330,000 tested, 0.031% active; note: potency is the fitted concentration of half-maximal effect; % is set by controls: 0 for no effect and ±100 for the full control effect; nearly all actives have a fitted effect of over 80% in size
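Reaction buffer contained 30 mM Tris pH 7.4, 100 mM KCl, 5 mM MgCl2 and 1 mM DTT. Mm-CPN (25 nM final) hydrolysed 10 uM ATP over 30 min at 37°C; ADP was read by HTRF.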
HepG2 viability: qHTS for Inhibitors of TGF-b: Cytotox Counterscreen; HepG2 CAGA-GFP viability, ATP luminescence, 18 h; Potency, µM (titrated, usually from 46.1 µM), without a hit: top-dose activity change, negative = cytotoxicity, actives largely listed as cytotoxic; 410,000 tested, 0.76% active; note: potency is the fitted concentration of half-maximal effect; some results filed as inactive show a strong effect at the top dose
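HepG2 CAGA-GFP cells (1000/well, DMEM with 1% FBS) received compound, then TGF-beta at 500 pg/mL final, and were incubated 18 hours at 37 degrees C. Viability was read by CellTiter-Glo luminescence. Media-only wells were set as complete cell-killing and DMSO as no toxicity.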
CCT chaperon mod: High-Throughput Screening for Modulators of Cytosolic Chaperonin Activity | purified chaperonin ATPase assay, HTRF ADP detection, 30 min | activity change, % (no concentration beside the values), hits read low | 360,000 tested, 0.3% active; in the data active = activity change below about -30%; note: % is set by controls: 0 for no effect and ±100 for the full control effect
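TRiC at 40 or 20 nM final (batch-dependent) in 30 mM Tris pH 7.4, 100 mM KCl, 5 mM MgCl2, 1 mM DTT, with compound at single 76 uM and 10 uM ATP, 30 min at 37 deg C. ADP detected by HTRF Transcreener, 665/615 ratio.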
Nrf2 activator: qHTS of Nrf2 Activators | AID 624171, 2012 | 410,000 tested, 0.31% active | AREc32 ARE-luciferase reporter (MCF7-derived line), luminescence, 24 h | Potency, µM (series often up to 46.1 µM), for inactives: at the highest dose activation, actives largely listed as activators; note: potency is the fitted concentration of half-maximal effect; % of control where 0% means no effect; nearly all actives have a fitted effect of over 65% in size
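ARE activation measured as luciferase luminescence (Steady-Glo, 30 min RT) in AREc32_Fluc cells after 24 hr compound exposure at 37 deg C, 5% CO2; cells seeded overnight at 1000/well in OPTI-MEM, 5% FBS.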
Nrf2 inh: Nrf2 qHTS screen for inhibitors; A549 ARE-Fluc reporter, luciferase luminescence, 18-24 h; Potency, µM (top dose mostly 46 µM), for the others: top-dose activity change, negative = inhibition, hits mostly inhibitors; 360,000 tested, 2.1% active; AID 504444, 2011; note: potency is the fitted concentration of half-maximal effect; % is set by controls: 0 for no effect and ±100 for the full control effect; nearly all actives have a fitted effect of over 60% in size
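A549 ARE_Fluc cells, 5000/well, 5% FBS OPTI-MEM; compounds in dose-response, 18-24 h at 37 °C/5% CO2; CellTiter-Fluor viability read (Ex 405/Em 525), then BugLite luciferase luminescence = Nrf2 activity.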
pAkt inh: HTS Assay for Inhibitors of Akt Phophorylation: Primary Screen; Neuro2A IGF-stimulated pAkt S473 HTRF, 20 min; hits give low values; activity change, % for hits at 50 µM; 360,000 tested, 0.32% active; AID 651550, 2012; in the data active = activity change below about -80%; inconclusive = mostly about -51% to -80%; note: % is set by controls: 0 for no effect and ±100 for the full control effect
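Single-point screen (50 µM final compound) in Neuro2A cells stimulated 20 min with 6 nM IGF at 37 deg C. After lysis, Ser473-phosphorylated Akt read by HTRF (ex 330 nm, em 615/665 nm) as the 665/615 ratio.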
A549 viability: Nrf2 qHTS screen for inhibitors: counterscreen for cytotoxicity; A549 ARE-Fluc cells, CellTiter-Fluor viability, 18-24 h; Potency, µM (top dose mostly 46 µM), for inactives: top-dose activity change, negative = cytotoxicity, most hits filed as inhibitors; 390,000 tested, 0.16% active; AID 504648, 2011; note: potency is the fitted concentration of half-maximal effect; % is set by controls: 0 for no effect and ±100 for the full control effect
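Cytotoxicity counterscreen: CellTiter-Fluor fluorescence was measured in A549 ARE_Fluc cells after 18-24 h of compound exposure in a concentration series. The subsequent BugLite luminescent read reports ARE-luciferase activity.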
Abeta yeast res: qHTS for compounds that reverse cellular toxicity of Amyloid beta (A-beta) peptide in yeast: Primary Screen; yeast expressing A-beta42, growth rescue, OD600, 48 h; response scale: 0% DMSO, 100% iron-clioquinol control; Potency, µM (doses to about 46.1 µM), without a hit: top-dose growth rescue, usual class: activators; 410,000 tested, 0.063% active; AID 1347071, 2019; note: potency is the fitted concentration of half-maximal effect; nearly all actives have a fitted effect of over 55% in size
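Growth rescue measured by 600 nm absorbance after 48 h yeast culture at 30 C with compound. Values normalized between DMSO and an equimolar ferric chloride plus clioquinol control.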
Numbers without * were called inactive; i = inactive; ? = inconclusive; . = not tested or not shown; [ ] = dose if it differs, or a comment. Unless noted, calls come from the whole dose curve; as a rule, active = well fitted curve in the direction sought with a large enough effect; inconclusive = small, poorly fitted or top-dose-only effect, or another doubt; inactive = no such curve, though single readings can be large; an effect the other way counts as inactive or inconclusive. Rows were taken by chance; any-hit rate near 4.3%.

SMILES | TGFb SMAD3 inh | Mm-Cpn inhibitor | HepG2 viability | CCT chaperon mod | Nrf2 activator | Nrf2 inh | pAkt inh | A549 viability | Abeta yeast res
COc1ccc(NC(=O)Cn2c(SCc3c(F)cccc3Cl)nc3ccncc32)cc1OC | ? | . | -11% | . | -0.1% | 16% | . | 1% | -10%
COc1ccccc1OCCNC(=O)c1c(-c2ccccc2Cl)noc1C | -1% | -2% | 0% | -1.3 | 0.7% | -24% | i | -7% | 7%
COc1ccc(C(=O)NN=C2CCCC2)cc1 | 2% | 0% | -2% | -2.8 | 3.6% | ? | i | ? | -17%
Cc1cn(C2CC3OCC(NC(=O)C(Cc4ccccc4)NC(=O)OC(C)(C)C)C3O2)c(=O)[nH]c1=O (stereo not given) | -2% | . | 3% | . | . | 11% | . | 0% | .
Cc1noc(C)c1COc1ccc(C(=O)O)cc1 | -4% | -2% | -12% | 0.4 | 0.0% | 1% | i | -8% | -2%
COc1ccc(CCNC(=O)c2cc(-c3ccco3)nc3ccccc23)cc1 | 3% | . | -4% | -1.8 | 13% | -8% | i | -5% | 11%
COc1c(-c2ccc(O)cc2)oc2cc(O)cc(O)c2c1=O | 27% | 0% | -11% | -2.1 | ? | -11% | i | 3% | -22%
CCOC(=O)c1c(C)nsc1NC(=O)C1(C)CCN1C(=O)CC (stereo not given) | 10% | . | -8% | -0.2 | -0.8% | . | i | . | -17%
O=C(Nc1cccc(C(F)(F)F)c1)C1Cc2c(-c3ccco3)ccnc2O1 (stereo not given) | ? | . | -20% | -2.2 | 3.3% | . | i | . | 16%
COc1cccc(-c2cc(C(=O)Nc3c(C)nn(Cc4ccccc4)c3C)no2)c1 | 6% | 0% | -1% | -0.3 | 2.4% | . | i | -6% | ?
CC(C)C1NC(=S)N(Cc2ccccc2)C1=O (stereo not given) | -9% | 1% | -2% | -1.4 | -0.1% | 12% | i | -4% | 22%
CCN(CC)S(=O)(=O)c1ccc2oc(C(=O)N3CCc4ccccc4C3)c(C)c2c1 | 2% | -2% | 2% | -1.5 | -0.2% | 9% | i | -3% | -1%
O=C(CN(C(=O)c1ccccc1Cl)C1CCCCC1)Nc1ccc(Cl)c([N+](=O)[O-])c1 | ? | -3% | -9% | 0.2 | 0.7% | ? | i | ? | 5%
O=[N+]([O-])c1cc(-c2nnc(N3CCOCC3)c3ccccc23)ccc1N1CCOCC1 | -21% | 0% | -11% | 0.8 | 4.2% | ? | i | -1% | -3%
CCc1nc2ccc(C(=O)N3CCN(C(C)=O)CC3)cn2c1N(CC)C(=O)NCCc1ccccc1 | -6% | . | 2% | 1.7 | 0.0% | . | . | . | -4%
O=C(Nc1nnc(SCc2ccc(F)cc2)s1)C1Cc2ccccc2CN1C(=O)c1ccco1 (stereo not given) | -23% | 2% | -14% | -5.5 | 3.9% | 16µM* | i | ? | 13%
CC(C)(C)c1ccc2c(c1)N(CC(=O)N1CCOCC1)C(=O)CO2 | -11% | -1% | 14% | 0.9 | -0.2% | 2% | i | -3% | 2%
O=C(CSc1nc(Nc2ccccc2)nc(N2CCOCC2)n1)Nc1cccc([N+](=O)[O-])c1 | -3% | 3% | 8% | -5.6 | 14% | ? | i | ? | 5%
Cc1nc(NC(=O)c2ccco2)sc1C(=O)O | 1% | 1% | 5µM* | -0.4 | 1.8% | ? | i | 1% | -58%[inhibitor]
CCCCCn1c(SCCOCC)nc2c1c(=O)[nH]c(=O)n2C | 0% | -2% | -8% | -1.8 | 0.3% | -1% | i | 3% | 6%
COc1cc(C)c(Br)cc1S(=O)(=O)NCc1ccccc1 | ? | -1% | 5% | 3.1 | -0.3% | -12% | i | 1% | -1%
CCOc1ccccc1NC(=O)C1=C(C)Nc2ncnn2C1c1ccc(NC(C)=O)cc1 (stereo not given) | -9% | . | -8% | . | 2.8% | . | . | 4% | -16%
CS(=O)(=O)N1CC2CCCN2c2cc(C(F)(F)F)ccc21 (stereo not given) | 4% | 4% | -19% | 1.3 | 0.3%[9.22 µM] | -17% | i | 8% | ?
Cc1c(C(=O)N(C)C(C)c2ccncn2)oc2c(F)cccc12 (stereo not given) | 15% | 1% | -11% | 0.3 | 7.1% | ? | i | 27% | -4%

Some of these compounds in order of SMILES length, ascending.
SMILES | TGFb SMAD3 inh | Mm-Cpn inhibitor | HepG2 viability | CCT chaperon mod | Nrf2 activator | Nrf2 inh | pAkt inh | A549 viability | Abeta yeast res
COc1ccc(C(=O)NN=C2CCCC2)cc1 | 2% | 0% | -2% | -2.8 | 3.6% | ? | i | ? | -17%
Cc1noc(C)c1COc1ccc(C(=O)O)cc1 | -4% | -2% | -12% | 0.4 | 0.0% | 1% | i | -8% | -2%
COc1cc(C)c(Br)cc1S(=O)(=O)NCc1ccccc1 | ? | -1% | 5% | 3.1 | -0.3% | -12% | i | 1% | -1%
COc1c(-c2ccc(O)cc2)oc2cc(O)cc(O)c2c1=O | 27% | 0% | -11% | -2.1 | ? | -11% | i | 3% | -22%
CCOC(=O)c1c(C)nsc1NC(=O)C1(C)CCN1C(=O)CC (stereo not given) | 10% | . | -8% | -0.2 | -0.8% | . | i | . | -17%
COc1cccc(-c2cc(C(=O)Nc3c(C)nn(Cc4ccccc4)c3C)no2)c1 | 6% | 0% | -1% | -0.3 | 2.4% | . | i | -6% | ?
COc1ccc(NC(=O)Cn2c(SCc3c(F)cccc3Cl)nc3ccncc32)cc1OC | ? | . | -11% | . | -0.1% | 16% | . | 1% | -10%
O=C(Nc1nnc(SCc2ccc(F)cc2)s1)C1Cc2ccccc2CN1C(=O)c1ccco1 (stereo not given) | -23% | 2% | -14% | -5.5 | 3.9% | 16µM* | i | ? | 13%

Additional records follow:
SMILES | TGFb SMAD3 inh | Mm-Cpn inhibitor | HepG2 viability | CCT chaperon mod | Nrf2 activator | Nrf2 inh | pAkt inh | A549 viability | Abeta yeast res
CCC(=O)N=c1sc2ccccc2n1-c1ccccc1 | 2% | -1% | 8% | -2.5 | 2.8% | -5% | i | -2% | -9%
Cc1cccc(C)c1OCC(O)CN1CCCCC1 (stereo not given) | -6% | 0% | -37% | -2.6 | 0.5% | -2% | i | 5% | -8%
Cc1cccc(-c2oc3ccc(-c4ccc5c(c4)OCO5)cc3c2C#Cc2cncn2C)c1 | -2% | -2% | -46% | -0.8 | 7.0% | ? | i | 7% | -7%
O=C1/C(=C/c2ccsc2)N2CCC1CC2 | 5% | 4% | -14% | -1.2 | 1.5% | -11% | i | 1% | 1%
O=C(CC1C(=O)N(c2ccc(F)cc2)C(=O)N1Cc1cccnc1)Nc1ccc(F)cc1 (stereo not given) | -1% | . | -5% | . | -0.4% | 20% | . | 7% | -23%
O=C(CCC1CC(=O)Nc2ccccc21)NCc1ccc(F)cc1 (stereo not given) | -2% | 0% | 0% | -2.2 | -0.1% | -2% | i | 2% | 1%
O=C(CCCCC(=O)NN=Cc1ccc(Cl)cc1)NN=Cc1ccc(Cl)cc1 | -3% | . | 0% | -1.1 | -0.1% | 7% | i | 1% | 0%
O=C(NCc1ccco1)C12CC3CC(C1)CC(C(=O)NCc1ccco1)(C3)C2 | -1% | 2% | -6% | -1.0 | -0.2% | 4% | i | ? | 6%
COc1ccc(Cn2c(CNS(=O)(=O)c3ccc4c(c3)CCCC4)nc3cccnc32)cc1 | ? | . | -20% | . | 3.2% | . | . | -2% | -8%
CCOc1ccccc1C(=O)Oc1c(S(=O)(=O)c2ccc(C)cc2)c(C)nn1-c1ccccc1 | ? | . | -66% | . | -0.5% | -18% | . | 0% | -36%[inhibitor]
CCOC(=O)CNC(=O)CN1CCCN(S(=O)(=O)c2ccc(Br)s2)CC1 | -4% | 0% | -13% | -1.0 | -0.2% | 8% | i | 16% | 9%
COc1ccccc1CNc1nc(NCCN2CCNC2=O)c2sccc2n1 | 23% | . | -7% | -0.5 | 5.1% | . | i | . | -6%
CCC(C)(C)n1nnnc1C(c1cc2cc3c(cc2[nH]c1=O)OCO3)N1CCN(C)CC1 (stereo not given) | 7% | -1% | -13% | -2.8 | -0.4% | 2% | i | 1% | -2%
Cc1nnc(SCc2nnc(-c3cccs3)o2)n1C1CCCCC1 | -2% | -1% | -12% | -12 | -0.1% | 8% | i | -1% | -6%
O=C(NCc1ccccn1)c1cc(-c2ccccc2Cl)on1 | 14% | 1% | -29% | -2.0 | 7.7% | 13% | i | 0% | -17%
CC(C)(CC(=O)O)CC(=O)N1CCN(c2nc3cc(Cl)ccc3s2)CC1 | -4% | 2% | 5% | -2.1 | 2.4% | -2% | i | -2% | 14%
Oc1ccc(NCc2ccccc2OCc2ccccc2Cl)cc1 | . | . | -58% | . | 21% | -2% | . | -10% | -26%
CCCCNC(=O)Cc1c(OC)ccc2cc(Br)ccc12 | 10% | -2% | 14% | -1.4 | 0.1% | ? | i | -6% | 3%
O=C(Cc1ccc(NC(=O)C2CCN(C(=O)c3ccccc3)CC2)cc1)Nc1cccc(C(=O)N2CCCCC2)c1 | 3% | . | -23% | 1.3 | 0.1% | 6% | i | -8% | 2%
